# Screening results: PubChem BioAssay, National Center for Advancing Translational Sciences (NCATS)
# EPAC2 antag: EPAC2 (human) antagonism; EPAC2 GEF exchange of Rap1B-BODIPY-GDP, fluorescence; Q8WZA2; AID 720708; 360,000 compounds, 0.18% hits; Potency, µM (highest dose often 114 µM), for inactives: top-dose activity, negative = inhibition, hits mostly inhibitors; further: potency means the concentration at half of the fitted maximal effect; on the % scale 0 is the no-effect control and ±100 the full control effect; nearly all actives have a fitted effect of over 45% in size; many of its hits are not listed in these tables
# Target sequence (Q8WZA2 whole entry, looked up): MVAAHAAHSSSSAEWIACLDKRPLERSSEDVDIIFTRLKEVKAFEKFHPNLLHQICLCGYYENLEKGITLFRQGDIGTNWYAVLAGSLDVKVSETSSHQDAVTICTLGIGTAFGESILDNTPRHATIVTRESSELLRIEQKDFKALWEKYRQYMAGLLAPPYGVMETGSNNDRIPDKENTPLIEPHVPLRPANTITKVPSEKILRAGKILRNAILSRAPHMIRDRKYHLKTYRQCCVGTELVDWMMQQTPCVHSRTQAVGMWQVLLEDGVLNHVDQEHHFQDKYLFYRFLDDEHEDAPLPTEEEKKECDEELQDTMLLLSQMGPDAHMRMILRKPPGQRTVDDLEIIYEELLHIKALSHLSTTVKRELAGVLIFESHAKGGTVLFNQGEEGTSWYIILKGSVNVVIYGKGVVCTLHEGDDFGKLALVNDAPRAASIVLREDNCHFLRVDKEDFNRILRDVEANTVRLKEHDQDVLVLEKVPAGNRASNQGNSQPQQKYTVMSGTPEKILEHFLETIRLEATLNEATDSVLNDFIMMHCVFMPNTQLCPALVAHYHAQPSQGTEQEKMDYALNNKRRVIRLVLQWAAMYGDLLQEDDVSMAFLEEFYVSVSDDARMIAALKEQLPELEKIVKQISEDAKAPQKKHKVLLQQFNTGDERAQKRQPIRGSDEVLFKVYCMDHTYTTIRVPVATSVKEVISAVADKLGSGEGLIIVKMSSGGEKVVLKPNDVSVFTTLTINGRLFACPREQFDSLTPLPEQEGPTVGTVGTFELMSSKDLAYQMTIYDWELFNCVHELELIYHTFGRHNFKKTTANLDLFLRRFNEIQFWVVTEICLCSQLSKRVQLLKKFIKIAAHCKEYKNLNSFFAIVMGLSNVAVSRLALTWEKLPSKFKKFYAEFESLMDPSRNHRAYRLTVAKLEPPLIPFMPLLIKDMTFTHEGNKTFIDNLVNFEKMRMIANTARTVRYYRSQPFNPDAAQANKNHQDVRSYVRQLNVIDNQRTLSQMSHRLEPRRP
# CCT chaperon mod: cytosolic chaperonin activity modulation; 360,000 compounds, 0.3% hits; AID 651819; purified chaperonin ATPase assay, HTRF ADP detection, 30 min; activity change, % (concentration not given with the values), hits read low; in the data active means activity change below about -30%; further: on the % scale 0 is the no-effect control and ±100 the full control effect
#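 TRiC (40 or 20 nM final, by batch activity) in 30 mM Tris pH 7.4, 100 mM KCl, 5 mM MgCl2, 1 mM DTT was treated with compound at 76 uM single dose, then 10 uM ATP, 30 min at 37 °C. ADP was read by HTRF Transcreener.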
# EPAC2 agonist: agonists of human EPAC2 (RAPGEF4) | Q8WZA2 | EPAC2 activation, biochemical qHTS; response scale: 100% = 6.5 mM cAMP response | Potency, µM (highest dose often 154 µM), for the others: at the highest dose activation, usual class: activators | 360,000 compounds, 0.079% hits | AID 720711; further: potency means the concentration at half of the fitted maximal effect; nearly all actives have a fitted effect of over 50% in size
#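 qHTS, titration series. 100 nM EPAC2 / 250 nM Rap1B-BODIPY-GDP / 50 uM GDP; RT; ex 480/em 540 nm, 5-min reads to 30 min. Norm. to 6.5 mM cAMP = activation.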
# TGFb SMAD3 inh: TGF-b pathway inhibition; HepG2 CAGA-GFP TGF-b/SMAD3 reporter, GFP fluorescence, 18 h; TGF-beta stimulated, 500 pg/mL final; Potency, µM (series often up to 46.1 µM), for inactives: top-dose activity, negative = inhibition, usual class: inhibitors; 410,000 compounds, 1.2% hits; AID 588855; further: potency means the concentration at half of the fitted maximal effect; on the % scale 0 is the no-effect control and ±100 the full control effect; nearly all actives have a fitted effect of over 65% in size
#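 Inhibition was scored as loss of TGF-beta-induced (500 pg/mL final, 18 hours, 37 degrees C) GFP in HEPG2 cells carrying a CAGA-GFP reporter, in DMEM with 1% FBS. Well GFP was summed per cell; Activity was normalised to unstimulated and stimulated DMSO wells, then concentration-response fitting.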
# A549 viability: counter-screen for Nrf2 inhibitors: cytotoxicity in A549 cells; AID 504648; 390,000 compounds, 0.16% hits; Potency, µM (doses to about 46 µM), without a hit: top-dose activity change, negative = cytotoxicity, usual class: inhibitors; A549 ARE-Fluc cells, CellTiter-Fluor viability, 18-24 h; further: potency means the concentration at half of the fitted maximal effect; on the % scale 0 is the no-effect control and ±100 the full control effect
#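 A549 ARE-Fluc cells in 5% FBS OPTI-MEM, 5000 cells/well, rested 2 h then exposed to compounds in concentration-response for 18-24 h at 37 °C. Viability by CellTiter-Fluor fluorescence (Ex 405/Em 525) after 30 min; luciferase luminescence (BugLite, 15 min, RT) read afterwards.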
# Nrf2 inh: inhibitors of Nrf2 signaling | AID 504444 | A549 ARE-Fluc reporter, luciferase luminescence, 18-24 h | 360,000 compounds, 2.1% hits | Potency, µM (top dose mostly 46 µM), for the others: at the highest dose activity change, negative = inhibition, hits mostly inhibitors; further: potency means the concentration at half of the fitted maximal effect; on the % scale 0 is the no-effect control and ±100 the full control effect; nearly all actives have a fitted effect of over 60% in size
#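 Nrf2 function is reported as luminescence of an ARE-controlled luciferase in A549 cells. Compounds were tested at several concentrations, and a CellTiter-Fluor read on the same wells flagged cytotoxicity.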
# Nrf2 activator: activates Nrf2 signaling; AREc32 ARE-luciferase reporter (MCF7-derived line), luminescence, 24 h; Potency, µM (top dose mostly 46.1 µM), without a hit: at the highest dose activation, actives largely listed as activators; 410,000 compounds, 0.31% hits; AID 624171; further: potency means the concentration at half of the fitted maximal effect; % of control where 0% means no effect; nearly all actives have a fitted effect of over 65% in size
#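 Quantitative high-throughput format: AREc32 reporter cells, 1000 per well, received compound by pin transfer and were incubated 24 hr at 37 deg C, 5% CO2, before Steady-Glo luminescence detection.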
# Mm-Cpn inhibitor: blocks the Methanococcus maripaludis chaperonin Mm-Cpn | purified Mm-Cpn ATPase, ADP Transcreener TR-FRET | Potency, µM (titrated, usually from 76.9 µM), inactives show top-dose activity, negative = inhibition, most hits filed as inhibitors | 330,000 compounds, 0.031% hits; further: potency means the concentration at half of the fitted maximal effect; on the % scale 0 is the no-effect control and ±100 the full control effect; nearly all actives have a fitted effect of over 80% in size
#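 Compound-treated chaperonin, 25 nM final, turns over 10 uM ATP at 37°C for 30 min following a 10 min preincubation; ADP generated competes with ADP-d2 for Eu-cryptate antibody, lowering FRET.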
# pAkt inh: blocks phosphorylation of Akt. Neuro2A IGF-stimulated pAkt S473 HTRF, 20 min; stronger effect = lower value. activity change, % for hits at 50 µM. 360,000 compounds, 0.32% hits; in the data active means activity change below about -80%; inconclusive means mostly about -51% to -80%; further: on the % scale 0 is the no-effect control and ±100 the full control effect
#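 Neuro2A cells in DMEM with 0.5% FBS, overnight at 37 deg C, given compound at single 50 µM final, then IGF (6 nM final) for 20 min at 37 deg C. Lysed; phospho-Akt Ser473 by HTRF after 24 h, 665/615 ratio.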
# * = called active by the depositor; i = inactive; ? = inconclusive; · = not tested or not shown; [ ] = dose if it differs, or a comment. Unless noted, the call rests on the fitted dose curve; in most records, active means well fitted curve in the direction sought with a large enough effect; inconclusive means small, poorly fitted or top-dose-only effect, or another doubt; inactive means no such curve, though single readings can be large; an effect the other way counts as inactive or inconclusive. Some of the compounds tested; rates above refer to the full screens.
molecule,EPAC2 antag,CCT chaperon mod,EPAC2 agonist,TGFb SMAD3 inh,A549 viability,Nrf2 inh,Nrf2 activator,Mm-Cpn inhibitor,pAkt inh
Brc1ccc2ncnc(Nc3ccc(N4CCOCC4)cc3)c2c1,-25%,-0.3,11%,4%,-18%,12µM*,2.4%,0%,i
Cc1ccc(S(=O)(=O)NC(N)=NCCc2ccc(Cl)cc2)cc1C,19%,-3.7,-7%,-3%,14%,15%,-0.1%[9.22 µM],1%,i
CCOc1ccc(N2CC(C(=O)Nc3ccc4c(c3)OCO4)CC2=O)cc1 (configuration not stated),2%,3.3,-2%,1%,-11%,-7%,0.1%,-3%,i
COc1ccc(S(=O)(=O)NC(=O)C2(C)CCN2C(=O)Cc2ccccc2)cc1OC (configuration not stated),-1%,-1.2,4%,-2%,·,·,-0.5%[9.22 µM],·,i
Cc1cc(C)cc(N(C(=O)c2snc(C(N)=O)c2N)C(C(=O)NCC2CCCO2)c2ccc(C)o2)c1 (configuration not stated),-23%,0.1,9%,8%,-11%,-6%,0.4%,1%,i
O=C1C2C3c4ccccc4C(c4ccccc43)C2c2nc3ccccc3n21 (configuration not stated),-3%,-1.3,14%,-6%,-8%,-24%,-0.1%,1%,i
CCCn1c(SCc2ccccn2)nc2c1c(=O)n(C)c(=O)n2C,-7%,-1.3,2%,-5%,4%,-13%,3.0%,0%,i
COc1cc(C=O)ccc1OCc1ccncc1,2%,0.8,4%,0%,2%,-8%,0.2%,1%,i
CCN(CC)S(=O)(=O)c1cccc(C(=O)N[C@H](C(=O)OCC(=O)Nc2ccccc2)C(C)C)c1,-6%,-1.7,8%,?,-14%,5%,0.0%,2%,i
COc1ccc(-n2nnnc2C(CCc2ccccc2)N2CCN(C/C=C/c3ccccc3)CC2)cc1 (configuration not stated),4%,-0.9,14%,-70%,·,·,4.2%,·,i
Cc1ccc(NS(=O)(=O)c2ccc3c(c2)CCN3C(=O)C2CC2)c(C)c1,·,·,·,16%,-7%,?,4.3%,·,·
CCCN(CC(=O)Nc1ccccc1C)C(=O)c1nn(CC)c(=O)c2ccccc12,-6%,0.8,-2%,2%,7%,-14%,0.3%,-2%,i
O=S(=O)(c1ccc(Br)cc1)c1nc(-c2ccco2)oc1NCCCn1ccnc1,4%,2.2,6%,3%,0%,-4%,0.0%,-2%,i
OCCN(Cc1ccccc1)CC1CC=CCC1 (configuration not stated),-3%,-0.2,4%,2%,15%,0%,-0.1%,1%,i
CCCCCC(O)c1cccc(OCc2ccc3ccccc3n2)c1 (configuration not stated),-19%,-7.1,5%,?,0%,?,4.1%,3%,i
CC(=O)Nc1ccc(/C=N/NC(=O)c2cc3ccccc3nc2C)cc1,0%,-4.2,1%,10%,-10%,22%,-0.3%,3%,i
CC(=O)Nc1c(O)[nH]c2ccccc12,-8%,-4.3,7%,-7%,13%,-10%,0.1%,0%,i
O=C(N/N=C/c1coc2ccccc2c1=O)c1cn(-c2ccccc2)nc1-c1ccccc1,5%,-0.5,13%,?,15%,-5%,0.3%,0%,i
Cn1nc(-c2ccccc2)cc1NS(=O)(=O)c1ccccc1,1%,2.2,1%,6%,-4%,-5%,0.5%,0%,i
Cc1ccc2nc(C)cc(N/N=C/c3ccccc3O)c2c1,-18%,-2.1,9%,-13%,6%,29%,4.0%,-2%,i
Cc1[nH][nH]c(=O)c1/C=N/N1CCOCC1,-13%,3.0,1%,6%,13%,3%,-1.0%,0%,i
CCOC(=O)c1nnc2c(-c3ccc(Cl)cc3)c(C)nn2c1N,·,·,·,?,-1%,2%,-0.7%,·,·
CCOC(=O)CCN(Cc1sccc1C)S(=O)(=O)c1ccc(F)cc1,10%,-3.0,19%,-1%,2%,4%,-0.4%,-1%,i
CC(C)c1ccccc1OCC(=O)Nc1cc(S(=O)(=O)N2CCOCC2)ccc1N1CCCC1,-26%,1.2,2%,?,?,?,0.1%,0%,i
CN(C(=O)COC(=O)c1ccccc1Nc1ccccc1)C1CCS(=O)(=O)C1 (configuration not stated),0%,-0.4,8%,-24%,0%,-5%,0.0%,2%,i

# In the list so far, these have an aryl methoxy group:
molecule,EPAC2 antag,CCT chaperon mod,EPAC2 agonist,TGFb SMAD3 inh,A549 viability,Nrf2 inh,Nrf2 activator,Mm-Cpn inhibitor,pAkt inh
COc1ccc(S(=O)(=O)NC(=O)C2(C)CCN2C(=O)Cc2ccccc2)cc1OC (configuration not stated),-1%,-1.2,4%,-2%,·,·,-0.5%[9.22 µM],·,i
COc1cc(C=O)ccc1OCc1ccncc1,2%,0.8,4%,0%,2%,-8%,0.2%,1%,i
COc1ccc(-n2nnnc2C(CCc2ccccc2)N2CCN(C/C=C/c3ccccc3)CC2)cc1 (configuration not stated),4%,-0.9,14%,-70%,·,·,4.2%,·,i

# Other structures follow.
# Every second line gives: EPAC2 antag | CCT chaperon mod | EPAC2 agonist | TGFb SMAD3 inh | A549 viability | Nrf2 inh | Nrf2 activator | Mm-Cpn inhibitor | pAkt inh
Cc1nn(C)c(NC(=O)c2ccccc2Cl)c1Br
→ 1% | -0.3 | 1% | 10% | -3% | ? | -0.8% | -3% | i
CC(C)OC(=O)c1cc2ccccc2oc1=O
→ 3% | -2.2 | 3% | -1% | -4% | 7% | 7.1% | -4% | i
COc1ccccc1-c1nc2c3ccccc3nc(=S)n2[nH]1
→ 9% | -1.1 | 3% | -37% | 0% | 1% | 9.6% | 0% | i
COc1ccccc1NC(=O)CCC(=O)OCc1ccc([N+](=O)[O-])cc1
→ 2% | 0.9 | -1% | 3% | 11% | ? | 0.2% | -2% | i
O=C(NC(c1ccc(-c2ccccc2)cc1)c1cnccn1)C1CCN(CCOc2ccc(Cl)cc2Cl)CC1 (configuration not stated)
→ 9% | -3.7 | 13% | ? | · | · | 4.5% | · | i
Cc1ccccc1CC(=O)N1CCN(C(=O)C2CCCO2)CC1 (configuration not stated)
→ -6% | -1.7 | -2% | 2% | 0% | 17% | 0.2% | 0% | i
CN(C)C(=O)COC(=O)c1ccccc1NC(=O)c1ccco1
→ 8% | 0.6 | 9% | -6% | 0% | 0% | -0.5% | 3% | i
O=C1NC(Cc2ccc(O)cc2)c2nc3ccccc3c(=O)n2-c2ncccc21 (configuration not stated)
→ -4% | -1.6 | 16% | 14% | · | · | 1.2% | · | i
CN1CCN(CCCNC(=O)c2cn(C3CCCCC3)c(=O)c3c2c2ccccc2n3C)CC1
→ -1% | 0.0 | -1% | -1% | 13% | 18% | -0.4% | -1% | i
CS(=O)(=O)N1CC(C(=O)O)Oc2ccc(CC(=O)O)cc21 (configuration not stated)
→ 7% | -1.0 | 13% | 1% | 3% | 17% | 0.1% | -5% | i
Cc1ccccc1C(=O)N1CCN(c2ccc(NC(=O)c3ccc([N+](=O)[O-])o3)cc2)CC1
→ 4% | -0.8 | -2% | 3.2µM* | 1% | ? | ? | 5% | i
NS(=O)(=O)c1ccc(NC(=O)CSc2nnc(Cc3cccs3)n2-c2ccccc2)cc1
→ 20% | 2.0 | 5% | 4% | 3% | -6% | 0.3% | -2% | i
O=C(c1cc2c(cc1Br)OCCCO2)N1CCCCC1
→ 6% | 0.0 | -1% | 4% | -1% | 9% | 0.0% | 1% | i
N#C/C(=C\c1ccc(F)c(Cl)c1)S(=O)(=O)c1ccccn1
→ 8% | 1.1 | 1% | 3% | -8% | -4% | 5.4% | 1% | i
O=C(NCc1nnc(SCc2ccccc2)n1-c1ccccc1)C12CC3CC(CC(C3)C1)C2
→ -1% | 2.1 | -4% | ? | -2% | 3% | -0.3% | 0% | i
Cc1ccc(CNC(=O)C2CNc3cc(C)ccc3O2)cc1 (configuration not stated)
→ 0% | -1.8 | 16% | -2% | 27% | 10% | -0.2% | 1% | i
O=C(NCc1cccnc1)c1ccc(Cl)c(S(=O)(=O)N2CCCCCC2)c1
→ -19% | 3.1 | -2% | ? | -1% | ? | 0.1% | -5% | i
CCCOc1ccc(C(=O)Nc2ccc3c(c2)OCO3)cc1
→ 3% | -1.1 | 3% | -11% | -12% | ? | 0.1% | -3% | i
Cc1cccc2c1NC(=O)C21OCC(CO)([N+](=O)[O-])CO1 (configuration not stated)
→ 1% | 1.0 | 2% | 0% | 1% | 7% | 7.6% | -1% | i
CCOCc1cnc(C)nc1NCC(=O)c1c(C)[nH]c2ccccc12
→ -2% | -0.2 | -10% | -10% | 0% | ? | -0.9% | -1% | i
COc1ccc(C(=O)Nc2ccc(CN3CCS(=O)(=O)CC3)cc2)cc1
→ 16% | 0.5 | 8% | ? | -1% | 3% | 0.7% | 0% | i
COc1ccc(C(CC(=O)NC(C)c2ccc(-c3ccccc3)cc2)NC(C)=O)cc1 (configuration not stated)
→ 4% | 6.9 | 2% | 5% | 0% | -27% | 0.2% | 0% | i
NC(=S)N=Nc1c(O)[nH]c2cc(F)c(F)cc12
→ -1% | -1.5 | 4% | -4% | -2% | ? | 0.4%[9.22 µM] | -1% | i
